PG9 Ab binder: small molecules binding HIV-1 gp120 antibody PG9 | TR-FRET gp120-PG9 antibody binding | inhibition, % at 6.7 µM | 0.43% of 360,000 active; in the data active = inhibition above about 8.5%
Tn7 DDE FP: DD(E)-Tn7 binding inhibition, primary FP screen. P02675. FP displacement of FITC-Tn7 peptide from fibrin DD(E); 0% = median of compound wells per plate. inhibition, % at 8.3 µM. 0.13% of 370,000 active. AID 720508;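 active = inhibition above the mean of compounds falling within the control limits plus 3 SD of them, cut at about 14% in these data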;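 note: 0% = plate median of compound wells and 100% = 10 µM Aha-Tn7 peptide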
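Also added: labelled Tn7 tracer, 0.1 µM; Assay system: human fibrin DD(E) protein; Amount: 2 µM fibrin DD(E); Schedule: 10 min compound pre-incubation, 3 h probe incubation at room temperature; Repeats: one replicate per compound; Read-out basis: percent inhibition; Measured by: fluorescence polarization of the labelled Tn7 tracer.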
HTRA1 inh: HTRA1 (human) protease inhibition; recombinant HTRA1, FP-rhodamine activity-based probe, fluorescence polarization; inhibition, % at 5.96 µM; 0.5% of 340,000 active; AID 504803; in the data active = inhibition above about 36%;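 note: 0% = enzyme with DMSO and 100% = wells lacking enzyme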
LEDGF integ inh: blocks HIV-1 LEDGF/p75-dependent DNA integration | TR-FRET IN-LEDGF/p75 DNA integration, Eu/Cy5 | inhibition, % at 3.7 µM | 0.64% of 370,000 active | AID 743269;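 active = inhibition above the screen-wide mean plus 3 SD, cut at about 13% in these data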;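 note: signal is the Cy5 over europium emission ratio at 671 and 618 nm; 0% = plate median of compound wells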
TCR-CD3 inh: blocks the human TCR-CD3 interaction | TAMRA-labeled TCR probe fluorescence, biochemical | inhibition, % at 9.4 µM | 0.37% of 360,000 active | AID 651800; in the data active = inhibition above about 19%;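 note: recombinant mutant TCR 2C K166C tagged with TAMRA read by polarization; 0% = receptor in buffer alone and 100% = receptor with positive control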
mABHD4 FP: inhibits mouse alpha/beta hydrolase domain 4 | 0.54% of 370,000 active | Q8VD66 | purified mABHD4, FP-Rh probe fluorescence polarization | AID 720543 | inhibition, % at 8.92 µM;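 active = inhibition exceeding the mean over every tested compound plus 3 SD, cut at about 30% in these data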;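 note: 0% = plate median of compound wells and 100% = S159A mutant with DMSO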
Target sequence (Q8VD66 whole entry, looked up, the tested form may be a part): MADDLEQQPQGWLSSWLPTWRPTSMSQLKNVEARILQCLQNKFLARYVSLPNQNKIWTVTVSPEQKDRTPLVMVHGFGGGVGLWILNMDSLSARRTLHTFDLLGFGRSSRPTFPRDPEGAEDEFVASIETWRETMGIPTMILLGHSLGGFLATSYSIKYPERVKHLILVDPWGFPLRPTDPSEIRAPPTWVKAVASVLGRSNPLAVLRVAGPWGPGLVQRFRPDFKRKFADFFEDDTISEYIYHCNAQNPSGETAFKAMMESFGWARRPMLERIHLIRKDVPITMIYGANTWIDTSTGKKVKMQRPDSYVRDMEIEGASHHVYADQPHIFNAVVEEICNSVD
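Test system: mABHD4 protein | Buffer or medium: HEPES pH 7.0 buffer, 150 mM NaCl, 0.01% Pluronic F-127 | Probe or stimulus: FP-Rh fluorescent activity-based probe, added after compound pre-incubation | Timing: Pre-incubation 45 min, probe exposure 60 min, at 25 °C | Technique: Fluorescence polarization, excitation 525 nm, emission 598 nm, BODIPY TMR filters | Repeats: Single well per compound (singlicate)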
PRMT1 FP inh: blocks human protein arginine methyltransferase 1; Q99873; recombinant PRMT1, activity-based probe fluorescence polarization; inhibition, % at 2.79 µM; 1.3% of 370,000 active; AID 652257;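 active = inhibition above about 21% made by adding two undisclosed values, limit read from the data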
TDP2 inh: TDP2 (human) inhibition, absorbance primary screen; O95551; recombinant TDP2, T5PNP hydrolysis, p-nitrophenol absorbance 415 nm; inhibition, % at 12.8 µM; 0.34% of 370,000 active; AID 720702;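 active = inhibition above the mean of all tested compounds plus 3 SD, set per campaign, cut at about 25% in these data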;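 note: 0% = DMSO with enzyme and 100% = buffer with substrate but no TDP2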
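Test system: Human TDP2 enzyme | Reagent: 5 mM T5PNP | Compound dosing: 12.8 µM single point, 1% DMSO | Incubation: Enzyme reaction with compound for 2 h at 37 °C | Technique: p-Nitrophenol epi absorbance | Read-out: % inhibition relative to enzyme-containing and enzyme-free wells | Benchmarks: High control without enzyme, low control DMSO plus TDP2 | Replicates: Singlicate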
SIAE primary: inhibitors of human sialic acid acetylesterase SIAE. inhibition, % at 9.66 µM. Q9HAT2. SIAE FP-Rh probe binding, fluorescence polarization. 0.69% of 370,000 active;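 active = inhibition above a cutoff: mean of compounds within the control limits plus 3 SD of those, cut at about 17% in these data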;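 note: 0% = plate median of compound wells and 100% = probe without SIAE protein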
UHRF1 MBD2 ctr: UHRF1 methyl-DNA binding inhibition; Q96T88; UHRF1 binding to methylated oligo, TR-FRET; inhibition, % at 4.4 µM; 0.75% of 370,000 active; in the data active = inhibition above about 21%;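 note: UHRF1 SRA domain binding a hemimethylated CpG hairpin DNA probe; 0% = median of test compound wells and 100% = reference inhibitor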
Target sequence (Q96T88 whole entry, looked up, the tested form may be a part): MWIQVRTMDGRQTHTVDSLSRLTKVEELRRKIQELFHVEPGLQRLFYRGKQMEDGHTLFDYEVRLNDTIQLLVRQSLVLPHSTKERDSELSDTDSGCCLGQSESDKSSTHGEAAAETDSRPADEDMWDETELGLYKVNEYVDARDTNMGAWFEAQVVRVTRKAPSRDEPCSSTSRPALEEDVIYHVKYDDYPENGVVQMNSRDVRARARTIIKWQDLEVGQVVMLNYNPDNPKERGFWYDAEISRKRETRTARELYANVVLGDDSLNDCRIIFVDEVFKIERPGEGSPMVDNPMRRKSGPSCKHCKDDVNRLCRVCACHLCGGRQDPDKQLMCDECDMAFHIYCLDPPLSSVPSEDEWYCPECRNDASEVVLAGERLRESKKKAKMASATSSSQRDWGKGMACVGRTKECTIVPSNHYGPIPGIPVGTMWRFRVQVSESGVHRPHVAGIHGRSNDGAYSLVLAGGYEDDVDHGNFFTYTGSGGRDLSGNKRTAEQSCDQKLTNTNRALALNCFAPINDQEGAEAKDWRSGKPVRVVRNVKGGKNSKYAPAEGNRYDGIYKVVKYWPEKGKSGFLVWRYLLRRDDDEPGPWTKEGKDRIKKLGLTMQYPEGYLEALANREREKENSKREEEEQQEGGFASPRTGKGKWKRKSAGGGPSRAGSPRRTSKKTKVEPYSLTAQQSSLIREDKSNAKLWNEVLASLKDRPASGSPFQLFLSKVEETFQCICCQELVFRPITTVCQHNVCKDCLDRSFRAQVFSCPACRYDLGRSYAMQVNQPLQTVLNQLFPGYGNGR
An asterisk follows results filed as active; i = inactive; nt = not tested or not shown.

SMILES	PG9 Ab binder	Tn7 DDE FP	HTRA1 inh	LEDGF integ inh	TCR-CD3 inh	mABHD4 FP	PRMT1 FP inh	TDP2 inh	SIAE primary	UHRF1 MBD2 ctr
Clc1ccc(-c2nnc3ccccn23)cc1	-0.1	3	-5	1	-2	4	-1	0	-3	1
NS(=O)(=O)c1ccc(CCNC(=O)/C=C/c2ccccc2[N+](=O)[O-])cc1	-0.4	-1	10	-2	1	0	-2	16	-5	-3
COC(=O)C(Cc1ccccc1)NC(=S)NC(=O)c1ccccc1 (centres undefined)	-0.2	1	-11	-4	1	-4	2	-15	0	5
CC1CCN(C(=O)COC(=O)c2ccc3c(c2)OCCO3)CC1	-0.6	-2	-1	2	2	-2	-4	15	-6	-1
Cc1cc(Br)ccc1NC(=O)C1CSC2(C)CCC(=O)N12 (centres undefined)	-0.3	0	-3	-1	4	3	-2	-13	-6	35*
Cc1cc(C)n2nc(SCC(=O)NC3(C#N)CCCCC3)nc2n1	0.1	6	0	0	3	-2	-2	1	0	-2
CC[n+]1oc(-c2ccccc2)cc1C	-2.1	-2	4	-2	-5	1	6	-4	-2	-1
Cc1cccc(NC(=O)Cn2nnc3sc4c(c3c2=O)CC(C)(C)OC4)c1	-0.8	4	nt	-1	5	-4	-1	-6	-8	-2
N#Cc1ccccc1NC(=O)COC(=O)CCc1ccc(S(=O)(=O)N2CCCCC2)cc1	0.3	7	1	-3	-1	-3	2	-6	-3	5
CC12CC3(C)CC(C)(C1)CC(C(=O)NC1=NCCS1)(C2)C3	-0.6	0	1	3	-1	14	1	-8	-9	-2

3 entries from above, ordered by their value in UHRF1 MBD2 ctr, ascending:
Compound,PG9 Ab binder,Tn7 DDE FP,HTRA1 inh,LEDGF integ inh,TCR-CD3 inh,mABHD4 FP,PRMT1 FP inh,TDP2 inh,SIAE primary,UHRF1 MBD2 ctr
CC12CC3(C)CC(C)(C1)CC(C(=O)NC1=NCCS1)(C2)C3,-0.6,0,1,3,-1,14,1,-8,-9,-2
CC1CCN(C(=O)COC(=O)c2ccc3c(c2)OCCO3)CC1,-0.6,-2,-1,2,2,-2,-4,15,-6,-1
COC(=O)C(Cc1ccccc1)NC(=S)NC(=O)c1ccccc1 (centres undefined),-0.2,1,-11,-4,1,-4,2,-15,0,5

Next part:
SMILES	PG9 Ab binder	Tn7 DDE FP	HTRA1 inh	LEDGF integ inh	TCR-CD3 inh	mABHD4 FP	PRMT1 FP inh	TDP2 inh	SIAE primary	UHRF1 MBD2 ctr
CC(=O)Nc1ccc(/C=N/Nc2nncc3ccccc23)cc1	-6.2	-12	-1	0	6	6	-2	13	5	-1
Cc1ccc(C(=O)N/N=C\c2ccc(Br)o2)o1	-2.3	10	2	0	1	-4	-5	-2	0	-2
FC(F)(F)c1ccc(Cn2ccc3ccc(-c4ccc5ccn(Cc6ccc(C(F)(F)F)cc6)c5c4)cc32)cc1	nt	12	nt	0	nt	-1	2	-1	3	-3
CCCCC(=O)Nc1c(-c2ccc(OC)c(OC)c2)c(=O)c2ccccc2n1C	-2.0	-4	6	1	2	3	7	15	4	1
O=C(NCCCCc1ccccc1)c1ccccc1F	-1.4	2	-2	0	2	1	2	7	-2	-2
CCOC(=O)N1CCN(c2c(NCCCN(CC)Cc3ccccc3)c(=O)c2=O)CC1	-2.3	9	0	-1	3	-5	-1	14	3	0
On1ccccc1=S	0.8	-28	-2	i	-3	4	88*	-4	7	1
CCC1(C)Cc2c(sc3nc4n(c(=O)c23)CCCS4)CO1 (centres undefined)	3.0	4	-1	3	-8	-12	2	0	1	10
Cc1ccc(C)c(NC(=O)C2C3CCCC2C3c2ccccc2)c1 (centres undefined)	-1.5	1	-7	-5	3	-1	1	-9	-5	-4
CN(C)S(=O)(=O)c1ccc(N/C=C(\[N+](=O)[O-])S(=O)(=O)c2ccccc2)cc1	0.3	-1	4	0	-7	-5	1	-1	-6	-1
CCOC(=O)c1ccsc1NC(=O)CCS(=O)(=O)c1ccccc1	-0.5	6	-11	-1	2	-2	5	8	0	2
O=C(NCCN1CCN(C(=O)c2c(F)cccc2F)CC1)C(=O)Nc1ccc(Cl)cc1	-2.3	-9	-3	2	5	3	-3	-7	-9	0
CN(Cc1cn(Cc2ccc(Cl)cc2)nn1)C1CN(Cc2cn(Cc3ccc(Cl)cc3)nn2)S(=O)(=O)C1 (centres undefined)	1.5	-6	nt	0	-4	0	2	14	5	9
CCn1c(C)cc2c(c1=O)C(c1ccncc1)C(C#N)=C(N)O2 (centres undefined)	-0.2	0	-2	1	0	2	0	-3	-1	0
CC(=O)c1ccc(OCCCN2CCCCC2)cc1	0.9	3	-1	2	0	4	-1	5	4	2
C=CCNc1oc(Cc2cccc3ccccc23)nc1C#N	0.6	-3	-19	7	-2	-6	0	0	1	-1
O=C(NCCCc1ccccc1)c1cccs1	0.6	-4	2	-2	7	-1	-3	-6	3	1
CCc1ccc(/C=C2/SC(=S)N(CC(=O)Nc3nc4ccccc4s3)C2=O)cc1	0.2	1	-25	-3	-2	-13	4	3	-25	-5
Cc1c(Cl)cccc1NC(=S)N(Cc1cccs1)C1CCCC1	-0.2	-1	4	1	-4	1	1	10	3	-1
O=c1c2ccccc2ncn1-c1ccccc1F	-1.2	1	-2	3	4	5	-1	-1	1	0
Cc1ccc2c(c1)C(=O)OC1(O)C3C4C=CC(C4)C3C(=O)N21 (centres undefined)	-0.3	-7	-2	-1	-3	5	3	-3	0	1
COCCNC(=O)c1ccc(N2CC3CC(C2)c2cccc(=O)n2C3)c(NC(=O)c2ccccc2Br)c1 (centres undefined)	-1.0	-4	-1	-1	49*	-1	1	-5	-2	3
COc1ccccc1OC(C)C(=O)NNC(=S)NC1CCCC1 (centres undefined)	1.2	-2	6	-5	2	7	-1	-3	3	-2
Cc1ccc(OCC(=O)N/N=C/c2cn(C)c3ccccc23)cc1	-0.6	5	-6	-4	-10	-5	5	-14	-2	5
O=C(N/N=C/c1ccco1)C(O)c1ccccc1 (centres undefined)	0.6	0	0	-4	-8	-1	1	5	-6	1
NC(=O)c1c(NC(=O)c2ccc(F)cc2Cl)sc2c1CCC2	0.8	-6	-8	5	-3	-6	-3	-2	6	0
O=C1CC(c2ccc3c(c2)OCO3)N=C2N(CC3CC3)C/C(=C/c3ccccc3)N12 (centres undefined)	nt	5	nt	-1	nt	6	0	8	7	-1
Cc1cc(C)cc(NC(=O)Nc2ccccc2N2CCCCC2)c1	-2.3	-2	-3	2	4	-5	-1	0	2	-1
CCOC(=O)c1cc2cc(OC)ccc2n1C1CCN(C)CC1	-0.1	-2	nt	2	5	3	2	-4	0	-2
Cc1nn2c(COc3ccc(NC(=O)c4ccccc4Cl)cc3)nnc2c2ccccc12	0.3	3	-30	-6	-4	-33	4	-3	-13	-2
CCOC(=O)C1CCN(C(=O)COC(=O)c2oc3ccc(OC)cc3c2C)CC1	1.4	-2	2	2	-7	-8	-3	10	0	-1
COc1ccc(NC(=O)c2c(C)noc2C(C)C)cc1S(=O)(=O)N1CCCCC1	-2.1	2	-1	-1	6	1	1	-3	-9	0
CC(C)N1CCC(n2nccc2NC(=O)c2ccc3c(c2)OCO3)CC1	0.7	-1	3	-2	-8	-7	-1	-7	-3	2
CN(C)c1ccc(P(=O)(COc2ccc([N+](=O)[O-])cc2)c2ccc(N(C)C)cc2)cc1	-0.8	-2	nt	-4	-2	18	8	-18	2	3
CCOn1c(=O)c(-c2ccccc2)[n+]([O-])c2ccccc21	-0.4	5	9	-9	-8	7	0	-7	-2	6
CC(C)(C#CCN1CCCCC1)OCCOC(c1ccccc1)c1ccccc1	-1.9	-1	-14	-2	2	14	-4	-4	1	6
CC(OC(=O)CCCN=C1NS(=O)(=O)c2ccccc21)C(=O)N(C)c1ccccc1 (centres undefined)	-1.8	2	-3	1	4	3	0	-6	5	-1
Cc1nc2c(C(=O)NCc3ccccc3)c[nH]n2c(=O)c1Cl	1.3	2	-2	1	-4	-3	1	11	3	4
FC(F)(F)c1cc(NC2CCCCC2)ccn1	-1.0	2	-7	1	1	1	-4	-7	1	-1
Cc1ccc(NC(=O)C2(C)CCN2C(=O)Cc2ccc(-c3ccccc3)cc2)cc1 (centres undefined)	-1.5	-2	nt	3	10	-14	-3	-1	-10	13
CCCNC(=O)C1(C)CCCN(C(=O)Cc2ccc(OC)c(OC)c2)C1 (centres undefined)	-0.1	2	nt	-1	-2	9	1	7	0	2
O=C(COc1ccc(Cl)cc1)NCCSCc1ccccc1Cl	-0.2	2	-19	-1	3	-13	0	-8	-11	-1
COc1cc(NC(=O)COC(=O)CCc2nc3ccccc3c(=O)[nH]2)cc(OC)c1	-2.5	-4	-3	-1	4	3	-4	-2	3	0
Cc1cc(CC(C)C)n(-c2nc3ccccc3c(=O)n2OCC(N)=O)n1	-0.3	3	2	5	2	3	-1	-1	2	-3
Cn1c(=O)c2c(nc(N/N=C3\CCCc4ccccc43)n2Cc2ccc(F)cc2)n(C)c1=O	-2.0	-3	9	3	8	-3	1	-9	2	-2
CC(=O)c1cccc(NC(=O)/C(=C/c2ccco2)NC(=O)c2ccco2)c1	-3.8	1	0	3	1	-5	46*	-14	-4	3
O=C(c1cc(Br)c[nH]1)N1CCCCC1	1.1	5	3	-2	-9	2	0	0	-8	7
Cc1ccc2cc(CCNC(=O)C(C)(C)C)c(=O)[nH]c2c1	-0.6	-1	3	2	0	0	-2	-9	1	0
O[C@@H](Cc1ccccc1)[C@@H](/C=C/c1ccccc1)NCCc1ccccc1	-0.5	5	nt	1	-4	19	2	-3	2	1
O=C(CN1C(=O)C2CC=CCC2C1=O)N1CCN(S(=O)(=O)c2ccccc2)CC1 (centres undefined)	-0.8	-11	11	3	1	3	-2	-11	1	4

Remaining list, next part
SMILES	PG9 Ab binder	Tn7 DDE FP	HTRA1 inh	LEDGF integ inh	TCR-CD3 inh	mABHD4 FP	PRMT1 FP inh	TDP2 inh	SIAE primary	UHRF1 MBD2 ctr
O=C(Nc1ccc(F)cc1)Oc1ccc[nH]c1=O	-2.3	3	-4	-2	1	9	0	-3	3	-4
O=C(c1ccc(F)cc1)c1c[nH]c(C(=O)NCc2cccnc2)c1	0.8	-3	1	-8	11	0	1	-12	-1	4
CCOC(=O)N1CCC2(CC1)C(C(=O)C13CC4CC(CC(C4)C1)C3)C2(C#N)C#N (centres undefined)	1.0	4	0	1	-4	-16	8	-13	-6	3
COc1ccccc1CN1CC(C(=O)NCc2ncccc2C)CCC1=O (centres undefined)	0.9	7	2	0	4	1	-3	0	5	-1
COc1cccc(CNC(=O)Cn2ccc3cc(S(=O)(=O)N4CCCCCC4)ccc32)c1OC	0.0	3	-12	3	5	-12	-1	23	-3	-3
CC(C)NC(=S)N1CCN(Cc2ccc3c(c2)OCO3)CC1	-0.1	5	1	-4	-6	-5	1	0	-3	2
